# HT1080NT lethal: kills 2HG-producing HT-1080-NT fibrosarcoma cells | HT-1080-NT fibrosarcoma viability, CellTiter-Glo ATP luminescence, 48 h | Potency, µM (titrated, usually from 46.1 µM), for inactives: top-dose activity, negative = less viability, most hits filed as cytotoxic | hit rate 1.6% among 360,000;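 also: NT is the 2HG producing partner of a matched IDH1 knockdown line; potency is read from the fitted curve at half-maximal effect; 0% = DMSO-treated cells and -100% = media-only wells without cells; nearly all actives have a fitted effect of over 55% in size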
#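 A 48-hour cytotoxicity screen used HT-1080-NT cells plated 2 hours before compound delivery. ATP-based CellTiter-Glo luminescence measured viability, normalized to DMSO and no-cell controls.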
# WRN inhibitor: blocks human WRN helicase. WRN helicase unwinding, fluorescent forked duplex, kinetic. Potency, µM (highest dose often 114 µM), for the others: at the highest dose activity change, negative = inhibition, hits mostly inhibitors. AID 651768. hit rate 0.46% among 360,000. Q14191; also: potency is read from the fitted curve at half-maximal effect; % is scaled to controls: 0 for no effect and ±100 for the full control effect; nearly all actives have a fitted effect of over 55% in size
# Target sequence (Q14191 whole entry, looked up): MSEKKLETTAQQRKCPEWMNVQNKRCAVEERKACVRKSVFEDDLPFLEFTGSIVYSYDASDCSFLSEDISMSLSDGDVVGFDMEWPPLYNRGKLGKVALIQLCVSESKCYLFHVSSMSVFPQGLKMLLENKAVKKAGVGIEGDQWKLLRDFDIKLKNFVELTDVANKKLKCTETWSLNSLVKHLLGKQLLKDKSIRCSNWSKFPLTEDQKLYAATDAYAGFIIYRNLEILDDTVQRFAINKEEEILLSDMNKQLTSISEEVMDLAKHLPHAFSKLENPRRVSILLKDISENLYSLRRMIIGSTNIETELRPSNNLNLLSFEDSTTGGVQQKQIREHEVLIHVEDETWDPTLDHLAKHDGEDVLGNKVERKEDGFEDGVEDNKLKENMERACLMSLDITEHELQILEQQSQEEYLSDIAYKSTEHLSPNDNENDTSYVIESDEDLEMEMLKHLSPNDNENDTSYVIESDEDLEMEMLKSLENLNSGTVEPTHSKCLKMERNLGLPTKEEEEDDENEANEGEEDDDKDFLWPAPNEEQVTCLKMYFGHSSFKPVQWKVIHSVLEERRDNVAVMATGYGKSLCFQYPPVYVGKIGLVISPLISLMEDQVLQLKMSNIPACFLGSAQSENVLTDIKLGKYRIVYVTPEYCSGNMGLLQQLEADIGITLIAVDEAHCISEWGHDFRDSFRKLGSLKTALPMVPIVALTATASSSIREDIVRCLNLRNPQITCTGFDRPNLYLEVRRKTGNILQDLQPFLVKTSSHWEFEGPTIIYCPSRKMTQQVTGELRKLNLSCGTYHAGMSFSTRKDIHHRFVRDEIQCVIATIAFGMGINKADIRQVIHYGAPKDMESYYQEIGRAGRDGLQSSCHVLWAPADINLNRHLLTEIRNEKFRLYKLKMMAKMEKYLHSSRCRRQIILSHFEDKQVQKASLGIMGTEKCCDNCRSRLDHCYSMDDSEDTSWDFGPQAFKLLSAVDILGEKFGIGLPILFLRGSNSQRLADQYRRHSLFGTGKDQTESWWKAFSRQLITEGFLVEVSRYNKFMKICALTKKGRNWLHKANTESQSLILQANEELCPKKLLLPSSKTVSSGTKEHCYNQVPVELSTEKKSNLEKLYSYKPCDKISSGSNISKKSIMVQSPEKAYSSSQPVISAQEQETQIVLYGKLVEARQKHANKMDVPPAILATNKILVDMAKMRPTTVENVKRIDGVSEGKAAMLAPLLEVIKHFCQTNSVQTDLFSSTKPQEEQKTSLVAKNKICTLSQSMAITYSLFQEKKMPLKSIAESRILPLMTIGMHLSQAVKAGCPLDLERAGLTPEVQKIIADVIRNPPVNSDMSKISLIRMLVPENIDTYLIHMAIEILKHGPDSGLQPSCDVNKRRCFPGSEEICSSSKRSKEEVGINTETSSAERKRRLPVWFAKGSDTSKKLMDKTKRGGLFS
#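 Screening of the MLSMR collection measured strand separation of a quenched forked DNA duplex (100 nM) by 20 nM WRN with 2 mM ATP, all final. Compounds were preincubated with enzyme 15 min at room temperature.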
# SW480 rereplic: inducers of DNA re-replication in SW480 colon cancer cells. SW480 DNA re-replication, Hoechst DNA content imaging, 48 h. Potency, µM (doses to about 46.1 µM), without a hit: at the highest dose re-replication activation, usual class: activators. hit rate 1.8% among 340,000. AID 624297; also: potency is read from the fitted curve at half-maximal effect; % of control where 0% means no effect; nearly all actives have a fitted effect of over 55% in size
#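 DNA re-replication was detected as more nuclei of elevated Hoechst intensity after 48 hr exposure to compound (23 nL pinned per well of 250 cells).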
# ATXN2 expr inh: inhibitors of ATXN2 expression; HEK-293 ATXN2-luciferase reporter, luminescence, 24 h; Potency, µM (doses to about 57 µM), for the others: top-dose activity change, negative = inhibition, usual class: inhibitors; hit rate 0.72% among 360,000; also: potency is read from the fitted curve at half-maximal effect; % is scaled to controls: 0 for no effect and ±100 for the full control effect; nearly all actives have a fitted effect of over 55% in size
#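 ATXN2-luciferase reporter cells (luciferase flanked by upstream and downstream ATXN2 gene portions) were treated 24 h at 37 °C with compounds at up to 57 uM. SteadyGlo luminescence gave expression; GF-AFC fluorescence gave viability.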
# IL1B secr inh: inhibitors of inflammasome signaling (IL-1 beta secretion); AID 743279; THP-1 LPS/ATP IL-1B secretion, AlphaLISA, 16 h; active compounds read low; activity change, % at 57.5 µM; hit rate 4.7% among 360,000; in the data active = activity change below about -50%; inconclusive = mostly about -30% to -49%; also: % is scaled to controls: 0 for no effect and ±100 for the full control effect
#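 THP-1 cells pretreated 1 hr with compounds (up to 57.5 uM final), then stimulated with LPS (250 ng/mL final) plus ATP (1.25 mM final); secreted IL-1B measured by AlphaLISA after 16 hr, decreased signal indicating inhibition.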
# HT1080 IDH1KD tx: toxicity to HT-1080 IDH1 knockdown cells (counter line). HT-1080 IDH1 knockdown viability, ATP luminescence, 48 h. Potency, µM (doses to about 46.1 µM), inactives show at the top dose activity, negative = toxicity, most hits filed as cytotoxic. hit rate 2% among 360,000;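 also: potency is read from the fitted curve at half-maximal effect; 0% = DMSO wells and -100% = cell-free medium wells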
#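 Assay cells: HT-1080 with IDH1 knockdown, 750 per well, RPMI/5% FBS. Exposure: 48 h at 37 °C following 2 h pre-incubation. Read: CellTiter-Glo luminescence; fitted concentration-response, curve class assigned.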
# KB-3-1 tox: kills parental KB-3-1 adenocarcinoma cells | KB-3-1 viability, CellTiter-Glo ATP luminescence, 72 h | Potency, µM (titrated, usually from 46.1 µM), for the others: top-dose activity change, negative = cytotoxic, hits mostly cytotoxic | hit rate 1.4% among 400,000 | AID 1347075; also: potency is read from the fitted curve at half-maximal effect; % is scaled to controls: 0 for no effect and ±100 for the full control effect; nearly all actives have a fitted effect of over 60% in size
#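 Multi-concentration cytotoxicity screen in KB-3-1 cells grown in DMEM lacking phenol red with 10% FBS. After 72 h at 37 °C with compound, ATP-dependent luminescence was recorded.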
# MCF10A rereplic: induces DNA re-replication in MCF 10a normal breast cells. MCF 10A DNA re-replication, Hoechst nuclear intensity, 48 h. Potency, µM (doses to about 46.1 µM), for the others: top-dose activity, positive = re-replication, usual class: activators. hit rate 2.9% among 350,000; also: potency is read from the fitted curve at half-maximal effect; % of control where 0% means no effect; nearly all actives have a fitted effect of over 50% in size
# KB-V1 cytotox: kills drug-selected multidrug resistant KB-V1 cells. hit rate 3.4% among 400,000. AID 1347076. KB-V1 MDR cells viability, CellTiter-Glo, 72 h. Potency, µM (series often up to 46.1 µM), without a hit: top-dose activity change, negative = cytotoxicity, actives largely listed as cytotoxic; also: potency is read from the fitted curve at half-maximal effect; % is scaled to controls: 0 for no effect and ±100 for the full control effect; nearly all actives have a fitted effect of over 60% in size
#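 qHTS viability screen in drug-selected KB-V1 MDR cells: 72 h compound treatment at 37 degrees C, ATP luminescence end point.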
# * marks the source's active call; other numbers are inactive results; ? = inconclusive; . = no result given; [ ] = dose if it differs, or a comment. Unless noted, calls follow the shape of the dose curve; as a rule, active = well fitted curve in the direction sought with a large enough effect; inconclusive = small, poorly fitted or top-dose-only effect, or another doubt; inactive = no such curve, though single readings can be large; an effect the other way counts as inactive or inconclusive. Random draw from the library, and some 12% of all compounds hit somewhere here.
SMILES,HT1080NT lethal,WRN inhibitor,SW480 rereplic,ATXN2 expr inh,IL1B secr inh,HT1080 IDH1KD tx,KB-3-1 tox,MCF10A rereplic,KB-V1 cytotox
CCCn1c(C(O)c2ccc(OC)cc2)nc2ccccc21 (configuration not stated),-14%,-7%,-4%[9.22 µM],-1%,-1,-6%,19%,-1%,?
CNC[C@H]1Oc2c(NS(=O)(=O)c3ccc(OC)cc3)cccc2C(=O)N([C@H](C)CO)C[C@@H]1C,7%,0%,10%,2%,26,8%,1%,3%,0%
Cn1c2ccccc2c(=O)c2ccc(-c3ccc4c(c3)OCO4)cc21,-18%,-18%,?,-3%,-8,-16%,?,15µM*,?
Cc1ccc(C2C(/C=C3/SC(=S)NC3=O)=C(c3cccs3)Oc3ccccc32)cc1 (configuration not stated),?,79µM*,0%,-21%,17,?,-27%,1%,-14%
c1cnc2ccc(-n3ccnc3)cc2c1,12%,1%,.,8%,-11,10%,0%,.,22%
Cc1cccc(-c2oc3ccc(-c4ccc5c(c4)OCO5)cc3c2C(=O)OCc2ccc(O)cc2)c1,-3%,5%,-5%,-26%,14,1%,?,?,0%
COc1ccc(NS(=O)(=O)c2coc(C(N)=O)c2)cc1Cl,16%,0%,-5%,7%,23,19%,6%,3%,20%
COc1cccc(-n2c(=O)[nH]cc(C(=O)Nc3ccc(NC(C)=O)cc3)c2=O)c1,3%,0%,-1%,-4%,10,2%,-7%,-9%,-20%
C=C(C)C(=O)Nc1cccc(C2=NOC3(C2)C[C@@H](C(N)=O)N(C(=O)c2cc([N+](=O)[O-])cc([N+](=O)[O-])c2)C3)c1 (some centres not stated),9%,-21%,-45%[inhibitor],-2%,-18,5%,0%,-28%,11%
Nc1nonc1-n1nnc(C(=O)N/N=C/c2cccc(O)c2)c1CN1CCCC1,-1%,-5%,0%,-20%,6,-2%,0%,1%,1%
CCN(Cc1cc2cccc(C)c2[nH]c1=O)C(=O)c1ccccc1OC,-3%,-4%,-3%,-15%,-3,-2%,-2%,14%,?
O=C(Nc1ccccn1)C1CCN(S(=O)(=O)c2ccc3c(c2)OCCO3)CC1,-1%,8%,-2%,.,-3,2%,-5%,-1%,-6%

# Looked up above:
# Entry of CCCn1c(C(O)c2ccc(OC)cc2)nc2ccccc21 (configuration not stated) in IL1B secr inh: -1
# Entry of c1cnc2ccc(-n3ccnc3)cc2c1 in KB-V1 cytotox: 22%

# Next structures
SMILES,HT1080NT lethal,WRN inhibitor,SW480 rereplic,ATXN2 expr inh,IL1B secr inh,HT1080 IDH1KD tx,KB-3-1 tox,MCF10A rereplic,KB-V1 cytotox
COc1ccc(-c2cc(-c3ccc(Cl)cc3)c(C#N)c(SCC(=O)O)n2)cc1,-20%,-2%,-61%[inhibitor],-12%,-10,-11%,11%,16µM*,-2%
Cc1ccc(S(=O)(=O)N2CCC(=O)N(CCOCc3ccccc3C)CC2)cc1,7%,10%,2%,0%,-3,5%,5%,23%,-5%
Cc1ccc(NC(=O)CCC(=O)NNC(=O)c2ccccc2Cl)c(C)c1,-2%,-3%,-2%,2%,1,8%,19%,?,-1%
COc1ccccc1NC(=O)N(Cc1ccco1)Cc1cc2c(C)ccc(C)c2[nH]c1=O,15%,6%,-1%,5%,5,12%,1%,-8%,1%
O=C(NC1CCSc2ccccc21)c1cccc(OC(F)F)c1 (configuration not stated),-12%,-15%,-73%[inhibitor],23%,-11,-1%,-5%,3%,-17%
O=C(NNc1nc2cc3c(cc2s1)OCCO3)c1ccccc1,-4%,2%,-3%,46%[activator][11.3 µM],-17,-16%,-7%,5%,-7%
Cc1ccc(C(=O)Cn2cnc3ccccc3c2=O)cc1,23%,2%,-2%,61%[activator],-4,17%,-2%,4%,-14%
Cc1cc(NC(=O)c2cccc(S(=O)(=O)N3CCCCCC3)c2)n(-c2ccccn2)n1,3%,-33%[57.1 µM],5%,0%,-18,2%,-7%,-6%,?
CC(C)C[C@@H](CN(N=O)[C@@H](Cc1ccccc1)CN(C)N=O)N(CCc1ccccc1)N=O,5%,0%,-7%,-8%,2,11%,-8%,7%,-33%
Cc1cc(C)cc(NC(=O)Nc2ccc(-n3ccc(C(F)(F)F)n3)cc2)c1,21µM*,-2%,?,-18%,-77*,23µM*,-15%,21µM*,-6%
COc1ccc(NC(=O)c2cccc(N3C(=O)c4cccc([N+](=O)[O-])c4C3=O)c2)cc1,10%,-1%,5%,15%,-20,10%,-1%,14%,?
CCn1c(-c2ccc(OC)c(OC)c2)n[nH]c1=S,9%,-17%,-3%,-15%,-3,4%,?,-8%,?
COc1cc(NC(=O)c2ccccc2)c(OC)cc1NC(C)=O,4%,-3%,-4%,2%,10,20%,6%,2%,-5%
CC(C)NC(=O)c1ccc(-c2cccc(C(F)(F)F)c2)o1,19%,-10%,-9%,8%,-15,14%,7%,1%,-4%
O=C(Nc1cc(N2CCOCC2)ncn1)Nc1cccc2ccccc12,7%,-5%,-3%,-6%,-14,-9%,3%,27%,2%
COc1ccc(NC(=O)CSc2nc(SC)ns2)c(OC)c1,-2%,3%,-3%,66%[activator],37,-2%,6%,-14%,-11%
N#Cc1c(/N=C/N2CCOCC2)sc2c1CCCCC2,0%,2%,2%,61%[activator],-9,-13%,7%,2%,-5%
CCOC(=O)c1sc(NC(=O)C2CC2)nc1C,0%,-5%,-4%,16%,13,-12%,3%,0%,3%
O=C(COC(=O)c1ccc(S(=O)(=O)N2CCOCC2)cc1)Nc1ccccc1OC(F)F,6%,5%,-6%,10%,-4,12%,3%,-3%,-3%
COc1cccc(N2CC(C(=O)Nc3ccc(F)cc3)CC2=O)c1 (configuration not stated),-4%,6%,12%,-20%,0,-7%,-8%,?,0%
Oc1ccc(-c2cn3c(n2)SCC3)cc1O,?,4.7µM*,?,11%,70,-24%,17%,-6%,-3%
COc1ccc2nc(Nc3nc(C)c(C(C)=O)s3)sc2c1,-22%,-4%,16µM*,-38%,-27,?,-1%,?,18µM*
CCOc1ccc(/C=C2\CCc3ccccc3C2=O)cc1,1%,15%,0%,18%,-10,?,-22%,12%,?
O=C1CC(c2ccc3c(c2)OCO3)c2cc3c(cc2N1)OCO3 (configuration not stated),-4%,-2%,1%,-6%,-20,-8%,-12%,-15%,-13%
O=C(CC1Sc2ccccc2NC1=O)NNc1ccc(Cl)c(Cl)c1 (configuration not stated),-22%,-5%,27%,-20%,?,-18%,7%,?,2%
COc1cc(OC)cc(-c2c(-c3ccc(F)cc3)c3cc(Br)ccc3n2C)c1,0%,-3%,-9%,-4%,0,17%,-6%,?,-1%
COC(=O)c1sccc1S(=O)(=O)Nc1ccc(N2CCCCC2)cc1,-11%,-10%,-34%[inhibitor],-20%,-7,-13%,-16%,?,?
O=C(COCc1cc(-c2ccco2)on1)NC1CCCCC1,11%,2%,-8%,.,5,0%,-1%,-11%,-3%
COc1ccc(/C=C/C(=O)OCC(=O)Nc2ccc(Cl)cn2)cc1,-4%,-7%,-60%[inhibitor],.,3,-4%,-3%,7%,1%
CN(CC(=O)Nc1ccccc1Cl)C(=O)Cn1cc(C(F)(F)F)cc(Cl)c1=O,-2%,?,0%,-9%,-2,1%,9%,3%,0%
Clc1ccc(CSc2nnc(-c3c[nH]c4ccccc34)o2)cc1,?,-21%,1%,-25%,3,?,8%,21µM*,?
COc1ccc2oc(C(=O)OCC(=O)NCC3CCCO3)c(C)c2c1 (configuration not stated),15%,-3%,-4%,2%,0,13%,1%,0%,-3%
COc1ccc(C2CC(=O)N3C(=C2C#N)SCC3(O)c2ccccc2)cc1 (configuration not stated),-14%,-19%,-2%,42%[activator],-51*,?,-3%,21%,21µM*
Cc1nnc(N/N=C/C2CC=CCC2)[nH]c1=O (configuration not stated),5%,-2%,-14%,-21%,52,-12%,0%,-7%,-1%
CCc1ccccc1NC(=O)CSc1nnc([C@@H](NC(=O)OC(C)(C)C)C(C)C)o1,-8%,11%,-12%,2%,12,0%,16%,2%,-16%
Cc1nn2c(NCc3ccccn3)cc(C(C)(C)C)nc2c1-c1ccccc1,2%,-1%,2.9µM*,-29%,5,-1%,?,2.6µM*,-10%
COCCN(Cc1cc2cc(C)c(C)cc2nc1Cl)C(=O)N1CCOCC1,27%,2%,-6%,-4%[11.3 µM],0,7%,0%,0%,-9%
Cc1nnc(NC(=O)C2CCCN(c3ncccn3)C2)s1 (configuration not stated),1%,-12%,-7%,5%,8,14%,-10%,-8%,-14%
CN(Cc1ccccc1)c1ccc(N2C(=O)CCCC2=O)cc1[N+](=O)[O-],-1%,-11%,3%,-4%,-10,0%,-1%,13%,16%
O=C(c1ccc2c(c1)OCO2)N(c1ccc(Br)cc1)C1C=CS(=O)(=O)C1 (configuration not stated),1%,-25%,-1%,-17%,10,6%,.,12%,.
COc1ccc(S(=O)(=O)N2CCCCCC2)cc1C(=O)OCC(=O)NC1CCS(=O)(=O)C1 (configuration not stated),5%,3%,-7%,10%,6,4%,-9%,3%,-24%
O=C(N[C@@H]1C/C=C\C[C@H](CC(=O)N(CCO)Cc2ccccc2)C(=O)NC[C@@H](c2ccccc2)OC1=O)OCC1c2ccccc2-c2ccccc21,?,4%,?,0%,-13,?,0%,?,-1%
COc1ccccc1-c1noc(-c2ccccc2)n1,0%,-20%,-3%,82%[activator],4,8%,-2%,13%,-11%

# Ordered by the number under WRN inhibitor (rising): 3 of the compounds above.
Compound,WRN inhibitor
O=C(c1ccc2c(c1)OCO2)N(c1ccc(Br)cc1)C1C=CS(=O)(=O)C1 (configuration not stated),-25%
COc1ccccc1-c1noc(-c2ccccc2)n1,-20%
COc1ccc(S(=O)(=O)N2CCCCCC2)cc1C(=O)OCC(=O)NC1CCS(=O)(=O)C1 (configuration not stated),3%
